CAL PDZ FP-1: CAL PDZ peptide-binding inhibitors, primary screen, biochemical, fluorescence polarization, Cer-tagged CAL PDZ, HTS. inhibition, % at 20 µM. AID 504414, 2011. 330,000 compounds, 0.02% hits. purified CAL PDZ, TMR-peptide fluorescence polarization, 1 h. Golgi-associated PDZ and coiled-coil motif-containing protein (Homo sapiens), Q9HD26;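 active = highest replicate inhibition of at least 40%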;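 note: plate controls were DMSO neutral control wells for no effect and unlabeled competitor peptide control wells for full effect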
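material = purified tagged CAL PDZ domain construct (CerCALP) | buffer or medium = sodium phosphate/NaCl buffer pH 7.4 with TCEP, IgG, Thesit | reagent = TMR-labelled reporter peptide T*-PRC34 bound in PDZ groove | incubation = 1 h room-temperature incubation prior to read | measured by = fluorescence polarization (mP) | evaluation = percent inhibition from loss of millipolarization | control set = unlabelled peptide and DMSO controls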
DAGLB inhibitor: DAGLB lipase inhibitors, primary screen, biochemical, fluorescence, HTS | Diacylglycerol lipase-beta (Homo sapiens), Q8NCG7 | HEK293T DAGLB membrane lysate, EnzChek fluorogenic substrate | inhibition, % at 5.17 µM | 340,000 compounds, 0.059% hits | AID 504411, 2011; in the data active = inhibition above about 34%;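 note: 0% = enzyme with vehicle and 100% = wells lacking enzyme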
Target sequence (Q8NCG7 whole entry, looked up): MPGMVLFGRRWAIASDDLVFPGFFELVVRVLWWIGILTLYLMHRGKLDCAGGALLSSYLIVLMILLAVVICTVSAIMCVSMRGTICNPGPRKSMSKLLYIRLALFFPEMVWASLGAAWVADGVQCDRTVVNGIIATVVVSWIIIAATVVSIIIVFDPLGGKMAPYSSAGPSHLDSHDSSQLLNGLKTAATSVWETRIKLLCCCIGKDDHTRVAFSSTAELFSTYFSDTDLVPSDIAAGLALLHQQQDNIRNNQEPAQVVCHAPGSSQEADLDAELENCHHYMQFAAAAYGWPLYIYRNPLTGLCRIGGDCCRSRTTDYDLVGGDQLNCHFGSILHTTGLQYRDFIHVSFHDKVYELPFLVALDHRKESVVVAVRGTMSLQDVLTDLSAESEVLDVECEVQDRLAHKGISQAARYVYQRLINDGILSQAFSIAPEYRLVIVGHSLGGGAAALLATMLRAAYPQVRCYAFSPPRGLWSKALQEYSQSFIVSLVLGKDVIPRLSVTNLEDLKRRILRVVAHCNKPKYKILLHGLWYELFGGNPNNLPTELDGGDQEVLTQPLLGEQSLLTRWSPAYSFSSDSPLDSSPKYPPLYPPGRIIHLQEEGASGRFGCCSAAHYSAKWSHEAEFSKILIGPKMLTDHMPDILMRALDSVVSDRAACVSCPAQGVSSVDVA
V-ATPase pHluor: regulators of yeast V-ATPase proton pumping, primary screen, pHLuorin cytosolic pH fluorescence. response, % at 10 µM. 350,000 compounds, 0.37% hits. S. cerevisiae; in the data active = response mostly above about 7.3%, no sharp cut-off; inactive = mostly below about 5.4%; note: actives read high; inactives centre near 0; some compounds called inactive have numbers as strong as hits
DSG3 Ab inh: inhibitors of pemphigus antibody binding to DSG3, primary screen, biochemical, bead-based, flow cytometry, scFv-GFP; DSG3-coupled beads, scFv-anti-DSG3-GFP binding; active compounds read low; binding (percent of control), % at 10 µM; 310,000 compounds, 0.48% hits; AID 588358, 2011;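 active = binding more than 3 SD below its plate's average and above zero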;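 note: hits lower antibody fragment binding to DSG3; some compounds called inactive have numbers as strong as hits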
Keap1-Nrf2 PPI: Keap1-Nrf2 protein-protein interaction inhibitors, primary screen, biochemical, fluorescence polarization, single point. Kelch-like ECH-associated protein 1 (Homo sapiens), Q14145. Keap1 Kelch-Nrf2 peptide fluorescence polarization, 1536-well. inhibition, % at 9.4 µM. 340,000 compounds, 0.15% hits. AID 504523, 2011; in the data active = inhibition above about 12%;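 note: human Keap1 Kelch domain with fluorescein labeled Nrf2 9mer peptide probe; 0% = neutral control wells and 100% = peptide positive control; higher means more block of Keap1 binding to Nrf2 peptide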
RTF Ca sens inh: cardiac RTF calcium sensitivity inhibitors, primary screen, biochemical, IANBD-TnC fluorescence, EC70 calcium; IANBD-labeled cardiac RTF, Ca2+ fluorescence; AID 493244, 2011; inhibition, % at 7.15 µM; 340,000 compounds, 0.12% hits;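 active = inhibition above the mean inhibition of all tested compounds plus 3 SD, cut at about 17% in these data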;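 note: assay run at fixed EC70 calcium of 1.6 mM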
NSD2 HMT inh: NSD2 histone methyltransferase inhibitors, primary screen, biochemical, AlphaScreen, single concentration, set 2; Histone-lysine N-methyltransferase NSD2 (Homo sapiens), O96028; NSD2 peptide methylation, 120 min; inhibition, % at 12.5 µM; 310,000 compounds, 0.54% hits; AID 743445, 2014; in the data active = inhibition above about 50%
CAL PDZ FP-2: untagged CAL PDZ binding inhibitors, primary screen, biochemical, fluorescence polarization, HTS; Golgi-associated PDZ and coiled-coil motif-containing protein (Homo sapiens), Q9HD26; purified CAL PDZ, TMR-peptide fluorescence polarization, 1 h; inhibition, % at 24.9 µM; 300,000 compounds, 0.92% hits; AID 602252, 2012;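 active = mean inhibition of at least 30% with at least half of replicates also reaching 30%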;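 note: 0% = DMSO neutral control and 100% = excess unlabeled competitor peptide PRC23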
LANA DNA inh: inhibitors of KSHV C-LANA binding to DNA, primary screen, biochemical, fluorescence polarization, FAM-LBS DNA, MBP-C-LANA, single point; Kaposi's sarcoma herpesvirus LANA C-terminal domain (residues 932-1162) DNA binding; inhibition, % at 9 µM; 340,000 compounds, 0.078% hits;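 active = highest replicate inhibition at or above 60% at 9 µM, even if other replicates fall short; inactive = all replicates below 60% inhibition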;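 note: 0% = neutral control wells and 100% = 4 µM acridine orange control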
Arrestin-AP2 inh: inhibitors of beta-arrestin/AP2 binding, primary screen, biochemical, GPCR trafficking, flow cytometry; beta-arrestin 1 C-terminal peptide binding to AP2 beta2-adaptin appendage (human); FITC-arrestin peptide / GST-AP2 beads; AP2 beta2 appendage carries R879A mutation; inhibition, % at 10 µM; 340,000 compounds, 0.31% hits; AID 504490, 2011;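 active = inhibition above a set limit, near 3 SD of compounds lacking own fluorescence, cut at about 54% in these data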;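 note: plate controls were DMSO wells for no effect and 5 µM unlabelled arrestin peptide for full effect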
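System: GST-AP2 R879A glutathione beads. Medium: PBS with 0.05% Tween 20 and 0.1% BSA. Also added: FITC-arrestin peptide, 50 nM. Incubation: 12 min plus 1 h, RT. Measured by: high-throughput flow cytometry of beads, ex 488, em 535 nm. Evaluation: percent drop in bead-associated FITC signal.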
* hit, by the source's call; . = not tested or not shown. This is a subset; rates above refer to the full screens.

smiles	CAL PDZ FP-1	DAGLB inhibitor	V-ATPase pHluor	DSG3 Ab inh	Keap1-Nrf2 PPI	RTF Ca sens inh	NSD2 HMT inh	CAL PDZ FP-2	LANA DNA inh	Arrestin-AP2 inh
O=C1CC(N(Cc2ccc3c(c2)OCO3)C(=O)Nc2ccc(F)cc2)C(=O)N1c1ccccc1 (centres undefined)	-2.7	-3	1	107	3	-9	-5	.	-1.0	-8
C=CCSC1=N/C(=C\C=C\c2ccco2)C(=O)S1	0.6	4	0	100	0	-10	20	2	24	-4
CC(=O)C1=C(O)C(=O)N(Cc2ccccc2)C1c1cccs1 (centres undefined)	1.7	3	0	97	-1	-2	4	-4	-3.4	21
S=C(NCCN1CCOCC1)Nc1cccc(Cl)c1	-0.2	0	-2	113	-2	-26	-2	8	-3.5	-8
O=C(Cn1cc([N+](=O)[O-])cn1)NCCc1c[nH]c2ccccc12	0.5	-2	5	112	1	-3	-5	-2	0.3	30
O=C1COc2ccc(C(=O)CSc3nc4ccccc4c(=O)n3-c3ccc(Cl)c(Cl)c3)cc2N1	-3.8	1	1	96	7	-1	4	6	-2.3	-12
Cc1cc(C)c2nc(SCC(=O)N3CC(=O)Nc4ccccc43)c(C#N)cc2c1	.	-1	2	102	-12	-7	-2	1	0.6	3
COc1ccc(OCCCC(=O)Nc2ncn[nH]2)cc1	-1.8	0	5	85	-6	1	-6	-2	0.0	-7

Copied from the list:
Value for COc1ccc(OCCCC(=O)Nc2ncn[nH]2)cc1 in CAL PDZ FP-2: -2
Value for CC(=O)C1=C(O)C(=O)N(Cc2ccccc2)C1c1cccs1 (centres undefined) in NSD2 HMT inh: 4

Further entries follow.
smiles	CAL PDZ FP-1	DAGLB inhibitor	V-ATPase pHluor	DSG3 Ab inh	Keap1-Nrf2 PPI	RTF Ca sens inh	NSD2 HMT inh	CAL PDZ FP-2	LANA DNA inh	Arrestin-AP2 inh
CCOC(=O)c1cc2c(ccn2C)n1CC(=O)N(C)C	-2.5	-1	1	111	-1	0	1	-3	0.4	22
COc1c(C(C)C)cc(NC(C)=O)cc1C(C)C	0.7	3	1	111	-6	-3	-1	1	-0.5	10
Cc1cn(C(C)C)c(=O)n(-c2ccccc2)c1=O	.	-2	-3	93	-3	-1	-1	33*	-0.1	-11
CN1CCN(/N=C/c2ccc(-c3ccccc3)cc2)CC1	0.2	-2	-1	102	0	-8	0	-1	-0.3	36
O=C(NC(Nc1ncccn1)C(=O)c1ccccc1)c1ccccc1 (centres undefined)	0.6	-1	2	113	2	-7	-1	.	-0.5	2
COc1ccc(/C(N)=N/OC(=O)c2cccs2)cc1	-1.7	-11	1	117	2	-1	-2	.	1.9	11
COc1ccc(C2CC(c3ccc(Br)cc3)=NN2C(=O)c2cccnc2)cc1 (centres undefined)	-2.2	-1	-4	110	-2	-5	2	.	-0.3	3
C=CCC(NCc1ccco1)c1ccc(OC)c(OC)c1 (centres undefined)	-3.4	0	-1	101	-2	0	-2	-2	0.3	19

New compounds follow
smiles	CAL PDZ FP-1	DAGLB inhibitor	V-ATPase pHluor	DSG3 Ab inh	Keap1-Nrf2 PPI	RTF Ca sens inh	NSD2 HMT inh	CAL PDZ FP-2	LANA DNA inh	Arrestin-AP2 inh
Cc1c(NC(=O)C(C)Oc2ccccc2F)c(=O)n(-c2ccccc2)n1C (centres undefined)	-0.1	2	1	103	-2	-7	-2	-3	1.5	2
COC(=O)C(Cc1cccc(C)n1)(c1ccccc1)c1ccccc1	-0.1	-7	0	91	1	3	-4	-5	-3.2	-9
CCCCN(C(=O)c1cccs1)c1c(N)n(Cc2ccccc2)c(=O)[nH]c1=O	0.1	0	0	91	2	1	0	.	-0.2	-3
C=CCn1c2ccccc2c2nnc(SCC(N)=O)nc21	0.7	0	-1	114	2	-5	-1	2	-3.8	-8
CCN1CCc2c(C#N)c(N3CCOCC3)nc(NCCO)c2C1	-2.7	-1	7	100	4	-8	16	1	12	4
COc1ccc(NC(=O)CN(C)C(=O)c2cc(S(=O)(=O)N3CCCCCC3)ccc2OC)cc1	-1.1	-4	0	103	0	0	3	0	0.8	19
CCCc1[nH]nc2c1C(/C(C)=C/c1ccccc1)C(C#N)=C(N)O2 (centres undefined)	-2.5	-2	-2	84	-1	-8	-1	-2	0.1	-2
COC(=O)CSc1nc(NC(C)C)nc(N(C)C)n1	-1.7	1	-2	118	1	-7	-2	1	0.6	2

Other compounds follow.
smiles	CAL PDZ FP-1	DAGLB inhibitor	V-ATPase pHluor	DSG3 Ab inh	Keap1-Nrf2 PPI	RTF Ca sens inh	NSD2 HMT inh	CAL PDZ FP-2	LANA DNA inh	Arrestin-AP2 inh
Cc1ccc(C)c(S(=O)(=O)N2CCN(C(=O)c3sccc3C)CC2)c1	-0.1	-4	0	120	-7	12	0	0	-1.8	19
O=C(NC1CCCC1)C(c1ccc(Cl)cc1)N(C(=O)c1csnn1)C1CC1 (centres undefined)	-1.4	0	6	111	-3	3	49	1	-0.7	-3
O=C(/C=C/c1ccccc1)Nc1ccc2c(c1)OCCO2	.	-3	-1	101	1	-19	-6	2	-1.1	-11
Cc1ccc(-c2nc(Nc3ccc(O)cc3)c3ccccc3n2)cc1	-0.7	0	2	105	-5	-1	-2	.	1.7	2
COc1ccc(S(=O)(=O)N(C)Cc2ccc3c(c2)OCCO3)cc1	-0.8	-3	2	104	-3	-7	26	.	-0.6	-11
Cc1nnc(SC(C)C(=O)Nc2ncc(Cl)cc2Cl)n1Cc1ccccc1 (centres undefined)	0.2	4	0	79	-9	-5	1	-3	-0.9	-4
Cc1ccc(-c2nnn(CC(=O)N(Cc3ccco3)C(C(=O)NC(C)(C)C)c3ccncc3)n2)o1 (centres undefined)	-2.4	1	2	86	-2	-1	0	1	-0.9	29
O=C(CCCn1c(=O)[nH]c2cc(Cl)ccc2c1=O)NCCCN1CCCC1=O	2.0	-2	3	104	-4	-3	45	-9	0.3	0

Later entries.
smiles	CAL PDZ FP-1	DAGLB inhibitor	V-ATPase pHluor	DSG3 Ab inh	Keap1-Nrf2 PPI	RTF Ca sens inh	NSD2 HMT inh	CAL PDZ FP-2	LANA DNA inh	Arrestin-AP2 inh
COC(=O)C(NC(C)=O)(Nc1sc2c(c1C(N)=O)CCCC2)C(F)(F)F (centres undefined)	-1.4	2	-1	98	-1	0	6	-1	1.7	4
CC(=O)Nc1ccc(S(=O)(=O)N2CCN(CCC#N)CC2)cc1	-1.2	-2	-3	111	2	-8	.	.	0.8	-2
CCc1ccc(CN2CCC(n3nccc3NC(=O)c3ccccc3)CC2)o1	-0.4	-1	5	95	-4	-2	9	-2	-0.1	-4
O=C(N/N=C/c1cccc(O)c1)c1ccc(COc2ccccc2Br)cc1	-2.2	-8	-3	128	1	-9	2	-9	-1.5	-14
Cc1ccc(S(=O)(=O)N(C)C)cc1NC(=O)C(C)NC(C)c1cccs1 (centres undefined)	-0.9	-4	-6	.	-1	7	3	.	-0.6	0
Cc1ccc(S(=O)(=O)N(C)C)cc1-n1c(SCC(=O)Nc2ccc(F)cc2Cl)nc2ccccc2c1=O	-0.5	-5	1	99	1	4	-4	-4	-0.3	11
Cc1nnc2sc(SCc3ccc(Br)cc3)nn2c1=O	-1.2	2	-2	105	-6	7	0	-2	2.5	5
COc1ccc(-c2c(C)c3ccc(O)cc3oc2=O)cc1	-3.6	-1	-2	111	-1	-12	-4	-3	-1.0	-2

The listing continues.
smiles	CAL PDZ FP-1	DAGLB inhibitor	V-ATPase pHluor	DSG3 Ab inh	Keap1-Nrf2 PPI	RTF Ca sens inh	NSD2 HMT inh	CAL PDZ FP-2	LANA DNA inh	Arrestin-AP2 inh
Cc1nc2ccccc2n1CC(=O)OCC(=O)NCc1ccccc1	-2.3	-1	-1	100	-5	17	-1	-2	0.7	17
O=C(N/N=C/C=C/c1cccc([N+](=O)[O-])c1)C(O)c1ccccc1 (centres undefined)	-2.3	-1	2	107	-4	3	3	-3	-0.8	14
Cc1cc2c(cc1C)[n+](C)cn2CC(O)COCc1ccccc1 (centres undefined)	-2.0	2	3	95	-3	-8	-2	.	0.5	-4
O=C(O)c1ccc(/C=N/NC(=O)c2ccc(F)cc2)cc1	0.2	-1	-3	100	3	7	0	-1	-1.8	31
CC(C)c1onc(C(=O)N2CCN(C(c3ccccc3)c3ccccc3)CC2)c1[N+](=O)[O-]	0.8	-3	0	108	-6	-8	.	0	1.5	10
Cc1cccc(-n2c(=O)c3c(n4cnnc24)-c2ccccc2CC32CCCCC2)c1	-7.3	2	-2	101	6	-5	2	-4	1.0	9
CCN(CC)C(=O)CSc1nc2ccc(NC(=O)CSc3nnc(N)s3)cc2s1	.	4	-1	105	-6	-7	1	-10	-1.6	2
CC(=O)Nc1cccc(NC(=O)C2CC(=O)N(c3ccc(C)cc3)C2)c1 (centres undefined)	0.3	0	.	103	0	-4	4	-5	0.8	4
CCOC(=O)N1CCC(NC(=O)C2CCN(S(=O)(=O)c3ccc4c(c3)oc(=O)n4C)CC2)CC1	0.6	0	-2	102	2	4	-1	.	-0.3	-8
COC(=O)C1=C(C)NC(=O)CC1c1ccc(C(=O)OC)cc1 (centres undefined)	.	-3	0	106	0	-12	-1	-3	-3.0	-10
CC1=NN(C(=O)c2cc(C)nn2C)C(O)(C(F)(F)F)C1 (centres undefined)	-1.0	-2	0	105	-4	-7	-2	-1	-1.6	-2

Source: PubChem BioAssay
